NCI-60 one-dose screen, 48 h, at 10 µM unless noted. Numbers give growth in % (100 = growth as untreated, 0 = no growth, -100 = all killed).
K-562 = K-562 leukemia; 78,000 tested, 7.4% active; AID 1794777
SR = SR leukemia cells; AID 1794780; 73,000 tested, 8.7% active
MCF7 = MCF7 breast cancer; AID 1794796; 82,000 tested, 6.3% active
MDA-MB-231 = MDA-MB-231 breast cancer. 81,000 tested, 5% active. AID 1794789
RPMI-8226 = RPMI-8226 leukemia cells; 77,000 tested, 7.5% active
MDA-MB-435 = MDA-MB-435 melanoma. 82,000 tested, 7.8% active
MDA-MB-468 = MDA-MB-468 breast cancer. 78,000 tested, 8.5% active. AID 2202374
MOLT-4 = MOLT-4 leukemia cells; 80,000 tested, 6.9% active; AID 1794779
The depositor's hits bear a star; nt = no result given; [ ] = remark or other dose. How the source made its calls: active means growth percent below 10; inactive means the rest.

SMILES | K-562 | SR | MCF7 | MDA-MB-231 | RPMI-8226 | MDA-MB-435 | MDA-MB-468 | MOLT-4
C#CCNC(=O)CC[C@]1(C)[C@H]2CC[C@@H]3[C@@H]([C@@](C)(O)CCC=C(C)C)CC[C@@]3(C)[C@]2(C)CC[C@H]1C(=C)C | 6.0*[100 µM] | 13[100 µM] | 30[100 µM] | -24*[100 µM] | -7.3*[100 µM] | 43[100 µM] | 48[100 µM] | -29*[100 µM]
IC(I)I | 120 | 122 | 100 | 89 | nt | nt | 106 | 102
Cc1cc(CN(CCO)CCO)c(O)c(CN(CCO)CCO)c1 | 94 | 77 | 98 | 56 | 99 | 102 | 86 | 83
[2H]c1c([2H])n([C@@H]2O[C@H](COC(=O)C([2H])([2H])[2H])[C@@H](OC(=O)C([2H])([2H])[2H])[C@H]2OC(=O)C([2H])([2H])[2H])c(=O)[nH]c1=O | 101 | 91 | 95 | 128 | 109 | 100 | 104 | 92
C/C(=N/O)c1ccc2c(c1)CCCC2 | 111 | 82 | 106 | 114 | 102 | 96 | 99 | 113
C=C(C)[C@@H]1CC[C@]2(COC(=O)Oc3ccc([N+](=O)[O-])cc3)CC[C@]3(C)[C@H](CC[C@@H]4[C@@]5(C)CC[C@H](O)C(C)(C)[C@@H]5CC[C@]43C)[C@@H]12 | 102 | 111 | 106 | 96 | 97 | 109 | 108 | 94
Oc1ccc(OCCOc2ccc(O)cc2)cc1 | nt | 46 | 56 | 50 | 67 | 47 | 95 | 61
Oc1ccc(Cl)cc1/C=N/N1CCCCCC1 | nt | 81 | 90 | 102 | 96 | 83 | 100 | 100
O=C(OOC(=O)c1ccccc1)c1ccccc1 | nt | 112 | 105 | 99 | nt | 111 | 97 | 105
O=C(c1ccccc1)C1C(=O)N2C(=S)N(c3ccccc3)C(=O)C2C1c1ccc(Cl)cc1 (stereo not given) | 99 | 101 | 65 | 90 | 103 | 105 | 0.7* | 102
O=C(/C=C/c1ccccc1O)c1cc2ccccc2oc1=O | nt | 99 | 95 | 90 | 109 | 111 | 111 | 109
CCCCCCCCCCCCCCCCNC(=S)N/N=C/c1ccc(N(CC)CC)cc1 | 68 | 87 | 87 | 95 | 83 | 101 | 108 | 82

Some of the entries so far, as tab-separated lines.
SMILES	K-562	SR	MCF7	MDA-MB-231	RPMI-8226	MDA-MB-435	MDA-MB-468	MOLT-4
C#CCNC(=O)CC[C@]1(C)[C@H]2CC[C@@H]3[C@@H]([C@@](C)(O)CCC=C(C)C)CC[C@@]3(C)[C@]2(C)CC[C@H]1C(=C)C	6.0*[100 µM]	13[100 µM]	30[100 µM]	-24*[100 µM]	-7.3*[100 µM]	43[100 µM]	48[100 µM]	-29*[100 µM]
IC(I)I	120	122	100	89	nt	nt	106	102
Cc1cc(CN(CCO)CCO)c(O)c(CN(CCO)CCO)c1	94	77	98	56	99	102	86	83
[2H]c1c([2H])n([C@@H]2O[C@H](COC(=O)C([2H])([2H])[2H])[C@@H](OC(=O)C([2H])([2H])[2H])[C@H]2OC(=O)C([2H])([2H])[2H])c(=O)[nH]c1=O	101	91	95	128	109	100	104	92
C/C(=N/O)c1ccc2c(c1)CCCC2	111	82	106	114	102	96	99	113
C=C(C)[C@@H]1CC[C@]2(COC(=O)Oc3ccc([N+](=O)[O-])cc3)CC[C@]3(C)[C@H](CC[C@@H]4[C@@]5(C)CC[C@H](O)C(C)(C)[C@@H]5CC[C@]43C)[C@@H]12	102	111	106	96	97	109	108	94
Oc1ccc(OCCOc2ccc(O)cc2)cc1	nt	46	56	50	67	47	95	61
Oc1ccc(Cl)cc1/C=N/N1CCCCCC1	nt	81	90	102	96	83	100	100
O=C(OOC(=O)c1ccccc1)c1ccccc1	nt	112	105	99	nt	111	97	105
O=C(c1ccccc1)C1C(=O)N2C(=S)N(c3ccccc3)C(=O)C2C1c1ccc(Cl)cc1 (stereo not given)	99	101	65	90	103	105	0.7*	102
O=C(/C=C/c1ccccc1O)c1cc2ccccc2oc1=O	nt	99	95	90	109	111	111	109
CCCCCCCCCCCCCCCCNC(=S)N/N=C/c1ccc(N(CC)CC)cc1	68	87	87	95	83	101	108	82

Next section.
SMILES | K-562 | SR | MCF7 | MDA-MB-231 | RPMI-8226 | MDA-MB-435 | MDA-MB-468 | MOLT-4
N=c1c2cc(-c3ccccc3)oc2ncn1N | 88 | 63 | 81 | 78 | 99 | 103 | 82 | 64
Cc1ccc(Oc2nc3ccccc3cc2-c2nnc(-c3ccc(Cl)cc3)o2)cc1 | 87 | 75 | 84 | 78 | 82 | 101 | 97 | 81
COC(=O)CCC1=C(C)/C(=C/c2[nH]c(-c3ccc[nH]3)cc2OC)N=C1C | -16* | -32* | 1.8* | -17* | -57* | -13* | 45 | -28*
Cn1c(=O)c2c(nc(Sc3nc(-c4ccc(F)cc4)c(C#N)c(=O)[nH]3)n2Cc2ccc(F)cc2)n(C)c1=O | 98 | 117 | 94 | 84 | 96 | 100 | 97 | 99
Cc1cc(NC(=O)c2ccc(C)c(Nc3nccc(-c4cccnc4)n3)c2)cc(-n2cnc(C)c2)c1 | -36* | -22* | 24 | 19 | nt | 12 | -18* | 14
CCN1CCN(C2=Nn3c(nnc3-c3cc(C(F)(F)F)cc(C(F)(F)F)c3)SC2)CC1 | 96 | nt | 106 | 94 | 100 | 101 | 76 | 89
c1ccc(-n2c(SCCc3c[nH]c4ccccc34)nnc2-c2ccncc2)cc1 | 93 | 101 | 83 | 100 | 100 | 103 | 103 | 102
O=C(CC(c1ccccc1)C1CCCCC1=O)c1ccccc1 (stereo not given) | 96 | 111 | 98 | 97 | 97 | 98 | 101 | 95
O=CCCCOCc1ccccc1 | 104 | 96 | 92 | 101 | 100 | 107 | 112 | 103
COc1cc2ncnc(Nc3ccc(S(=O)(=O)Nc4cc(C)on4)cc3)c2cc1OCCCN1CCN(C)CC1 | 94 | 109 | 99 | 105 | 112 | 100 | 105 | 105
CNC(=O)N(C)C(=O)c1ccccc1C(=O)N(C)C(=O)NC | 97 | 105 | 98 | 100 | 99 | 107 | 102 | 108
COc1cc2c(c(OC)c1OC)CCC(c1cccc(C(=O)Nc3ccc([N+](=O)[O-])cc3)c1)O2 (stereo not given) | 22 | 25 | 46 | 37 | 9.2* | 54 | 38 | 4.1*
CCOC(=O)c1cc(-c2cccnc2)nc2c(Cl)cc(Cl)cc12 | 105 | 117 | 91 | 103 | nt | 95 | 117 | 99
CCCCCCCCCCCCNCc1ccccc1 | 67 | 86 | 102 | 96 | 112 | 90 | 89 | 99
CCN1CCN(c2cc3c(cc2F)c(=O)c(C(=O)O)cn3C2CC2)CC1 | 102 | nt | nt | 95 | 114 | 111 | 87 | 103
Cc1ccc2[nH]c(=O)c([N+](=O)[O-])c(N=[N+]=[N-])c2c1 | 86 | 64 | 78 | 83 | 81 | 112 | 105 | 78
O=C(N=Nc1c(O)[nH]c2ccc(Br)cc12)c1ccc2nc(-c3ccc(Cl)cc3)[nH]c2c1 | 10 | 15 | -23* | -90* | 59 | -62* | -88* | -0.4*
COc1c(B(O)O)cc(F)cc1-c1nc2c(F)cc3[nH]ncc3c2c2c1CCCC2 | 39 | 33 | -2.9* | 4.0* | -5.2* | 31 | -11* | 17
CCOC(=O)c1nnn(-c2ccn(C)n2)c1C | 86 | 86 | 98 | 117 | 105 | 100 | 123 | 87
CC(=O)OC1CCC2(C)C(CCC3C4CCC(C(C)=O)C4(C)CC(=O)C32)C1 (stereo not given) | 79 | 62 | 92 | 119 | 66 | 104 | 98 | 75
CCc1cc2c(cc1C(C)=O)C(C)CCC2(C)CC (stereo not given) | 103 | 97 | 98 | 89 | 101 | 113 | 114 | 103
COC(=O)[C@@H](Cc1ccccc1)NC(=O)[C@H](Cc1ccccc1)NCc1cccc(O)c1 | 97 | 83 | 95 | 98 | 74 | 107 | 108 | 93
CSc1ccc(NC(=O)Nc2ccc(C(=O)NCC(=O)O)cc2)cc1 | 86 | 104 | 97 | 120 | 119 | 104 | 100 | 108
Nc1cc(Cl)c(F)cc1Cl | 101 | 98 | 100 | 103 | 94 | 105 | 93 | 104
Cc1ccc(-c2nc(SCC(=O)c3ccccc3)nc(Nc3cccc(S(N)(=O)=O)c3)c2C#N)cc1 | 96 | 92 | 88 | 96 | 102 | 105 | 126 | 103
C[C@@H]1CN(C(=O)CCOS(C)(=O)=O)[C@@H](C)CN1C(=O)CCOS(C)(=O)=O | 99 | 80 | 108 | 119 | 103 | 106 | nt | 94
NCCn1cc(-c2nc(-c3c[nH]c4ncccc34)cs2)c2cc(Br)ccc21 | 19 | 15 | 31 | 57 | 43 | 85 | 66 | 42
Oc1ccccc1/C=C/c1nc2ccccc2n2c(-c3ccc(Cl)cc3)nnc12 | 43 | 39 | 29 | 77 | 48 | 52 | 54 | 28
CC(C)OC(c1cc2c(cc1Br)OCO2)C(C)Br (stereo not given) | 102 | nt | 96 | 106 | 105 | 104 | 103 | 99
COc1cccc(-c2nc(N)nc(N)n2)c1O | nt | nt | 99 | 95 | 99 | 95 | 101 | nt
O=C(O)CCc1nc2ccccc2[nH]1 | nt | 97 | 104 | 113 | nt | 104 | 103 | 111
CC(=O)OCC1CC(COC(C)=O)C(COC(C)=O)CC1COC(C)=O (stereo not given) | 101 | 100 | 105 | 104 | 104 | 105 | 97 | 100
CCOC(=O)CSc1nc2nc(Cl)c(Cl)nc2[nH]1 | 94 | 94 | 105 | 115 | 99 | 103 | nt | 81
O=[N+]([O-])c1ccc(Cl)c(C(F)(F)F)c1 | 105 | 98 | nt | 126 | 112 | 107 | 107 | 81
COc1ccc2c(OCc3nnc4ccc(-c5ccccc5)nn34)ccnc2c1 | 93[2.5 µM] | 81[2.5 µM] | 93[2.5 µM] | 106[2.5 µM] | 104[2.5 µM] | 103[2.5 µM] | 97[2.5 µM] | 73[2.5 µM]
O=C(NCN1C(=O)c2cccc3cccc(c23)C1=O)N1CCOCC1 | 88 | 84 | 98 | 98 | 93 | 101 | 99 | 89
Cn1cccc1-c1cc(-c2cccs2)c(C#N)c(=O)[nH]1 | 98 | 110 | 89 | 92 | 103 | 101 | 89 | 112
O=C(CSc1nc2sc3c(c2c(=O)n1Cc1ccccc1)CCCC3)N1CCOCC1 | 113 | 78 | 93 | 83 | 92 | 105 | 98 | 72
O=C(Nc1ccccn1)[C@H](O)[C@@H](O)C(=O)N1CCOCC1 | 115 | 120 | 110 | 100 | 106 | 111 | 119 | 105
CCN(CC)c1ccc(-c2nnc(CN3C=NC4C(N5CCOCC5)=NC=NC43)o2)cc1 (stereo not given) | 95 | 97 | 104 | 101 | 103 | 101 | 104 | 103
CS(=O)(=O)c1ccc(C(F)(F)F)cc1NC(=O)Nc1cnc(Oc2ccc(-c3cc(Cl)cnc3N)cc2)nc1 | nt | 30 | 54 | 56 | 28 | 43 | 36 | 19
COc1cc(-c2nc(-c3nc4cc(C(=O)c5ccccc5)ccc4[nH]3)cc3c2[nH]c2ccccc23)cc(OC)c1OC | 80 | 82 | 86 | 86 | 42 | 96 | 93 | 63
CC1(C)O[C@@H]2CC3C4C[C@H](F)C5=CC(=O)CC[C@]5(C)C4[C@@H](O)C[C@]3(C)[C@]2(C(=O)CO)O1 (stereo not given in full) | 100 | 99 | 90 | 105 | 71 | 99 | 123 | 85
CC(=O)Nc1ccc(O)cc1[N+](=O)[O-] | 107 | 94 | 103 | 112 | 101 | 117 | 114 | 99
N=c1sc(Cc2cc(Cl)ccc2Cl)cn1CC(=O)c1ccccc1 | 17 | 27 | 32 | 55 | 70 | -41* | 61 | 50
N#Cc1ccc(-c2ccc(N)c(NC(=O)N3Cc4cc(CN5CCCC5)cnc4C3)n2)cc1 | 90 | 108 | 82 | 104 | 69 | 95 | 98 | 104

Bioassay records as filed in PubChem BioAssay.
